Source: PubChem (Broad Institute)
LGR2 inh = Drosophila LGR2 receptor signaling inhibition; AID 720647; inhibition, % at 9.99 µM; HEK293 LGR2, CRE-luciferase, bursicon-stimulated, 4 h; 380,000 tested, 0.35% active;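 active = drop in luminescence signal, shown as inhibition above about 50% in the replicate tests, limit read from the data, passing the limit was not always enough; inconclusive = probably only some replicates passing the limit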;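 note: agonist challenge used bursicon conditioned medium at about half maximal strength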
C2C12 statin = suppressors of simvastatin-induced myotoxicity in C2C12 myotubes. rescue of ATP level, % at 7.49 µM. 330,000 tested, 0.78% active. AID 602340. ATP luminescence, 48 h; scaled: DMSO 0, geranylgeraniol control 100;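 active = mean ATP rescue above about 67%, or every replicate alone reaching that limit, limit read from the data, passing the limit was not always enough; inconclusive = no clear call, values can overlap the other calls; inactive = mean under the limit and some replicate under it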;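 note: myotubes were challenged with 10 µM simvastatin during compound exposure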
FN deposit inh = fibronectin deposition inhibition. AH1F fibroblasts, Alexa488-fibronectin deposition fluorescence, overnight. inhibition, % at 12.6 µM. 350,000 tested, 0.086% active;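 active = mean inhibition across replicates of 30% or more, regardless of how many single replicates reach that level; inconclusive = mean under 30% yet at least half of replicates reach 30%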;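 note: positive control wells lacked labelled fibronectin entirely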
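Material: AH1F fibroblast monolayer depositing Alexa488-labelled fibronectin into matrix | Input: 10000 AH1F cells/well | Medium: DMEM plus 2% serum, read in PBS | Reagent: Alexa488-fibronectin, 24 nM final in well | Compound dosing: One dose per compound, pinned | Schedule: 1 h adhesion, overnight exposure | Measured by: Fluorescence at 485 nm excitation, 525 nm emission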
esBAF inh = blocks esBAF chromatin remodeling in mouse ES cells; Bmi1-luciferase knock-in reporter, 24 h; 100% = twice the neutral-well signal; reporter increase, % at 12.5 µM; 350,000 tested, 2% active; in the data active = activation above about 40%; inconclusive = no clear call, values can overlap the other calls;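 note: 0% = median of the plate's neutral control wells and 100% = double that signal; a rise in the Bmi1 reporter signal indicates esBAF inhibition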
Casp6 inh = inhibitors of human caspase-6; purified caspase-6, Z-VEID-R110 cleavage fluorescence; inhibition, % at 12.5 µM; 350,000 tested, 0.53% active;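 active = mean inhibition across replicates at least about 35%, with every replicate also reaching that limit, limit read from the data; inconclusive = only one of the two criteria met; inactive = neither criterion met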;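 note: 0% = median of neutral control wells and 100% = no fluorescence left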
Target sequence (P55212 24-179 limits assumed): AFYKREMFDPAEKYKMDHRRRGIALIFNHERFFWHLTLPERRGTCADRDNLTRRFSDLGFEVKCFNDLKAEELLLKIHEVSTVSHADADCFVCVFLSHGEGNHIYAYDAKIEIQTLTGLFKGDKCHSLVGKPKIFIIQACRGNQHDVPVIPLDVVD
Target sequence (P55212 194-293 limits assumed): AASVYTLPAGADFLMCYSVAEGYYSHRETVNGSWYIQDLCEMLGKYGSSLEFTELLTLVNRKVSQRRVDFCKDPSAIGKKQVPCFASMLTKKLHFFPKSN
SIRT5 inh = inhibitors of human sirtuin-5 desuccinylase; Q9NXA8; inhibition, % at 15 µM; 330,000 tested, 1.1% active; Purified SirT5, succinyl-peptide AMC, trypsin-coupled fluorescence; AID 652115; in the data active = inhibition above about 15%; inconclusive = no clear call, values can overlap the other calls
Target sequence (Q9NXA8 whole entry, looked up): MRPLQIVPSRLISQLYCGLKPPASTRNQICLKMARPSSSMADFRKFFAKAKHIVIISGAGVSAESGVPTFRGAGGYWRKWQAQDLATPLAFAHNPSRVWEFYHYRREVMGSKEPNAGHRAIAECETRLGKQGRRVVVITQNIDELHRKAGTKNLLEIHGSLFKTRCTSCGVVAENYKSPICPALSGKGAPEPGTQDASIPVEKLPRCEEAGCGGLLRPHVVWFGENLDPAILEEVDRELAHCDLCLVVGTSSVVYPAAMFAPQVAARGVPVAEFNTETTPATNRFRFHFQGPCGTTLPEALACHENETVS
S100A4 MyoIIA = S100A4-myosin IIA interaction inhibition | inhibition, % at 10.7 µM | 360,000 tested, 0.14% active | S100A4/TAMRA-MyoIIA peptide fluorescence polarization | AID 652163;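 active = mean inhibition of at least 70% across replicates, with every replicate also reaching that level; inconclusive = mean inhibition reaches 70% but some replicates fall short; inactive = mean inhibition below 70%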
Target sequence (P26447 whole entry, looked up): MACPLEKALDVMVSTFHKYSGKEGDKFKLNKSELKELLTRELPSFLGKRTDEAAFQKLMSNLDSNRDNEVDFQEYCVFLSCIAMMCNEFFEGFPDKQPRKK
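Assay system: human S100A4 monomer with TAMRA-labelled myosin IIA peptide / Buffer or medium: Calcium-containing HEPES buffer, pH 7.2 / Reagent: TAMRA-labelled myosin IIA heavy-chain peptide probe, 5 nM / Compound: one dose per compound / Timing: polarization read 5 min after assay mix addition, stable 5–60 min / Benchmarks: neutral control DMSO, positive control TFP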
* hit, by the source's call; u = inconclusive; x = no result given. This is a subset; count on the stated rates, not on these rows.

smiles	LGR2 inh	C2C12 statin	FN deposit inh	esBAF inh	Casp6 inh	SIRT5 inh	S100A4 MyoIIA
O=C(CSc1ncccn1)N1CCC(Cc2ccccc2)CC1	-4	-8	x	13	-2	1	-1
C[C@H](CO)N1C[C@H](C)[C@@H](CN(C)Cc2ccc(-c3ccccc3)cc2)Oc2c(NS(C)(=O)=O)cccc2C1=O	x	27	-3	-2	-4	-1	5
COCC(=O)N1[C@@H](CO)[C@@H](c2ccccc2)[C@@H]1CNC(=O)c1ccccn1	-5	-2	-6	6	-2	8	1
Cc1ccc(-c2nn(-c3ccc(F)cc3)cc2C(=O)NCC2CCCO2)cc1 (configuration not stated)	2	0	1	8	3	-3	1
Cc1ccsc1C1C(C#N)=C(N)OC2=C1C(=O)CC(C)C2 (configuration not stated)	-3	x	-3	x	-11	-2	-2
CC1CCC/C(=N\NC(=O)c2ccncc2)C1 (configuration not stated)	-10	1	3	-2	1	-1	-26
CCc1ccccc1NC1c2ccccc2C(=O)N1c1cc(C)ccn1 (configuration not stated)	4	-2	1	3	-2	2	-1
S=c1[nH]nc(CSc2nc3ccccc3s2)o1	-12	-5	x	-5	x	x	x
Cc1nccn1S(=O)(=O)c1ccc(Br)cc1Br	x	10	0	-11	x	x	x
CCOCCn1c(SC(C)C(C)=O)nc2c1c(=O)[nH]c(=O)n2C (configuration not stated)	-4	x	6	x	1	-4	2
Cc1nnc(-n2cnc3ccccc32)c2ccccc12	x	2	-4	7	x	x	x
COc1cc(Cl)cc2c1Sc1ccccc1/C2=C/CCN(C)C	x	x	-5	-6	x	x	-2
O=C(NC1Cc2ccccc2C1)[C@H]1[C@H](CO)[C@H]2Cn3c(cccc3=O)[C@H]2N1C(=O)c1cnccn1	27	u	-3	2	-4	-5	4
Cc1nc2ccc(Br)cc2c(-c2ccccc2)c1C(=O)O	13	x	0	x	2	-1	-1
COc1ccc2c(CC(=O)Nc3ccc(OC)c(NS(=O)(=O)c4ccc(F)cc4)c3)coc2c1	x	4	8	4	x	x	x
Cc1c(CN(C)C(=O)c2ccc(Br)o2)cnn1C	-5	10	x	12	8	0	0
CC(=O)Nc1ccc(S(=O)(=O)NC2CC(=O)N(c3ccc4c(c3)OCCO4)C2)cc1 (configuration not stated)	5	x	-3	x	1	3	2
CCCCN1CCCCC1(C)C(=O)NCc1cccc(OC)c1 (configuration not stated)	-8	-1	-10	-2	-2	2	-9
COc1ccc(S(=O)(=O)Nc2ccc3c(c2)[C@@H]2C[C@H](CC(=O)N(C)C)O[C@@H](CO)[C@@H]2O3)cc1	5	-1	6	-4	1	1	3
CN(C)c1ccc(/C=N/OC(=O)Nc2ccccc2Cl)cc1	7	1	4	20	6	-2	1
O=C(CCc1ccccc1)N=C1SC2CS(=O)(=O)CC2N1c1ccc(F)cc1 (configuration not stated)	-4	8	-7	-2	-3	9	-4
CCN(CC)S(=O)(=O)c1ccc(N2CCc3ccccc3C2)nc1	-19	30	10	21	0	-2	-1
C[C@@H]1CCCCO[C@@H](CN(C)Cc2ccc(C(=O)Nc3ccccc3N)cc2)[C@@H](C)CN([C@H](C)CO)C(=O)c2cc(NS(=O)(=O)c3ccc(F)cc3)ccc2O1	6	x	-9	x	3	x	15
COc1ccc(N2CCN(C(=O)CN(CCc3ccccc3)S(C)(=O)=O)CC2)cc1	10	-3	x	8	-3	-5	-6
Cc1ccc(C#N)c(SCc2ccccc2F)n1	1	x	-5	x	-1	-1	1
Cc1noc(C)c1S(=O)(=O)Nc1ccc2c(c1)C(=O)N([C@@H](C)CO)C[C@@H](C)[C@@H](CN(C)C(=O)c1ccccc1)OCCCC[C@@H](C)O2	8	x	-4	0	1	3	-4
Cn1c(=O)[nH]c(=O)c2c1nc(SCC(=O)O)n2CCOc1ccccc1	6	-15	3	-1	2	0	-2
S=c1[nH]c(-c2ccccc2)cn1-c1ccccc1	-33	15	1	31	2	-6	6
O=C(NCc1cccc2[nH]ccc12)C1CCC(=O)N(CCc2ccc(Cl)cc2)C1 (configuration not stated)	16	-6	-1	-1	2	-2	6
CN(Cc1nc(CC2CC2)no1)CC12CC3CC(CC(C3)C1)C2	-25	8	2	5	-3	-2	-5
CCCCNC(=O)C1(C)CCN1C(=O)c1ccc2c(c1)CCO2 (configuration not stated)	-7	1	-9	-1	0	3	-7
C=CCNS(=O)(=O)c1ccc(OC)c(C)c1	7	16	5	1	x	x	x
C#CCC1c2ccccc2CCN1CC=C (configuration not stated)	-15	x	-6	x	-6	0	1
CCCC#Cc1cnc2c(c1)C(=O)N([C@H](C)CO)C[C@@H](C)[C@@H](CN(C)C(=O)Nc1ccccc1OC)O2	-7	12	x	1	0	-2	-2
CCOC(=O)C1=C(O)/C(=C\c2cc(C)n(-c3ccc(F)cc3)c2C)N=C1C	15	4	-15	-10	6	2	-13
COc1ccc2c3c(n(C)c2c1)[C@@H](CO)N(C(=O)c1ccccn1)CC31CCN(C(C)=O)CC1	-32	x	x	x	1	0	7
O=C(CN1C(=O)NC2(CCCC2)C1=O)OCc1cc(=O)n2cc(Br)ccc2n1	3	7	1	-6	35	4	5
COc1ccc(S(N)(=O)=O)cc1C(=O)OCC1CCCCC1	7	11	7	3	2	-2	-2
COc1ccc(NC(=O)Nc2ccc3c(c2)CC(=O)N([C@@H](C)CO)C[C@H](C)[C@H](CN(C)C)O3)cc1	-2	4	1	-4	-3	-3	1
N/C(=N\N=C/c1ccc(F)cc1)N/N=C\c1ccc(F)cc1	2	-2	-10	5	-5	5	0
CCN(CC(=O)Nc1ccc(NC(C)=O)cc1)S(=O)(=O)/C=C/c1ccccc1	-15	-2	2	8	-3	2	-3
COc1ccc(OC)c(S(=O)(=O)N2CCCC(C(=O)N3CCCC3)C2)c1 (configuration not stated)	12	7	2	-2	4	-1	-3
Cc1c(Cl)cccc1NC(=O)CNC(=O)c1ccccc1F	x	x	7	x	0	-3	-6
CCS(=O)(=O)N1[C@H](C#N)[C@@H](c2ccc(C#Cc3ccccc3F)cc2)[C@@H]1CO	-13	10	1	21	-2	4	-1
COc1ccc(NC(=O)COC(=O)Cc2c(F)cccc2Cl)cc1OC	-28	x	-2	x	2	-2	-6
CN(C(=O)c1ccc(Br)cc1)C1CCS(=O)(=O)C1 (configuration not stated)	10	11	2	x	1	4	-7
Cc1cccc(NC(=O)c2cc([N+](=O)[O-])ccc2N2CCOCC2)c1C	x	-3	-1	-2	-6	x	-2
C[C@H](CO)N1C[C@H](C)[C@H](CN(C)Cc2ccc(-c3ccccc3)cc2)Oc2c(NS(=O)(=O)c3cn(C)cn3)cccc2C1=O	-18	-2	x	-1	0	-2	7
O=C(N[C@@H](c1ccccc1)[C@H](O)c1ccccc1)[C@@H]1CCCN1C(=O)OCc1ccccc1	-5	2	3	2	3	-2	-2
OC(COCC1COc2ccccc2O1)CN1CCN(c2ccc(F)cc2)CC1 (configuration not stated)	15	x	0	x	2	-5	-3

Structural class, the compounds so far with a cyano group (3)
smiles	LGR2 inh	C2C12 statin	FN deposit inh	esBAF inh	Casp6 inh	SIRT5 inh	S100A4 MyoIIA
Cc1ccsc1C1C(C#N)=C(N)OC2=C1C(=O)CC(C)C2 (configuration not stated)	-3	x	-3	x	-11	-2	-2
Cc1ccc(C#N)c(SCc2ccccc2F)n1	1	x	-5	x	-1	-1	1
CCS(=O)(=O)N1[C@H](C#N)[C@@H](c2ccc(C#Cc3ccccc3F)cc2)[C@@H]1CO	-13	10	1	21	-2	4	-1

Next records
smiles	LGR2 inh	C2C12 statin	FN deposit inh	esBAF inh	Casp6 inh	SIRT5 inh	S100A4 MyoIIA
CO[C@@H]1CN(C)C(=O)c2cc(NC(=O)c3cc(C)on3)ccc2OC[C@H](C)NC[C@@H]1C	11	-5	0	-8	x	-5	13
O=C(NCc1ccncc1)C(=O)NCC(c1ccco1)N1CCN(c2ccc(F)cc2)CC1 (configuration not stated)	-7	1	x	-1	x	x	x
CC(C)(O)C#Cc1ccc([C@@H]2C[C@H]3CN(c4ccccc4)C(=O)[C@]34CCCN24)s1	1	x	14	x	19	3	-6
Cc1c(C(=O)NCc2cccc([N+](=O)[O-])c2)sc(=O)n1Cc1ccc(C(C)C)cc1	5	-1	0	19	0	x	-3
COCCN(C(=O)CSc1ccc2c(c1)OCCO2)c1c(N)n(CC(C)C)c(=O)[nH]c1=O	1	11	x	-2	x	4	-2
Cc1c(NC(=O)CSc2nnc(-c3ccncc3)o2)c(=O)n(-c2ccccc2)n1C	1	29	0	-6	x	2	1
NC(=O)c1cccc2c1C(=O)N(C1CCCCC1)C2	-3	-9	2	-2	14	-1	-5
CC(=O)N1c2ccc(S(=O)(=O)N3CCC(C(=O)NC(C)c4ccccc4)CC3)cc2CC1C (configuration not stated)	-12	0	-1	5	1	-1	3
Cc1ccnc(NC(=O)C2CCN(S(=O)(=O)c3ccc(Cl)c(C(F)(F)F)c3)CC2)c1	12	11	x	x	3	4	-7
CN(c1cccnc1)c1ccc(NC(=O)CCc2c[nH]c3ccccc23)cc1Br	-2	x	-2	x	7	x	-1
Cc1cc(C)n2nc(CNS(=O)(=O)c3ccc(C)c(C)c3)nc2n1	-1	6	9	4	-3	-5	-4
CN(CC(=O)Nc1cc(C(F)(F)F)ccc1-n1cncn1)Cc1ccccc1N1CCOCC1	-14	-51	9	5	2	-2	2
Cc1cc(C)n2c(SCC(=O)Nc3cccc(S(N)(=O)=O)c3)nnc2n1	4	1	-1	-4	1	7	-6
Cc1ccc(NC(=O)C2CCN(S(=O)(=O)c3ccc4c(c3)NC(=O)CO4)CC2)cc1C	9	10	6	3	1	-2	-4
C[C@H](CO)N1C[C@H](C)[C@H](CN(C)S(=O)(=O)c2cn(C)cn2)Oc2c(NC(=O)Nc3ccc(F)cc3)cccc2C1=O	-11	x	x	x	1	13	-10
COc1ccccc1CN1CC(C(=O)NCc2cc(C(C)C)no2)CCC1=O (configuration not stated)	-8	3	-1	-2	2	0	0
CC(C)c1nc(CN2CCCCC2)cc(=O)[nH]1	-19	x	-1	x	-2	-1	-2
Cc1ccc(NC(=O)CSCc2cc(=O)n3cc(C)sc3n2)cc1	11	12	4	2	1	-4	5
COc1cccc2cc(-c3cc(=O)oc4ccc(OCC(C)=O)cc34)oc12	x	-50	0	0	1	1	-1
COc1ccc(OC)c(S(=O)(=O)N2CCC(C(=O)NCCc3ccccc3)CC2)c1	-21	3	x	3	0	-1	1
O=[N+]([O-])c1cccc(-c2c[n+]3c(n2-c2ccccc2)SCC3)c1	-5	x	-4	x	-2	-4	-3
COc1ccc(N(CC(=O)N/N=C/c2ccc(OC)c(OC)c2)S(=O)(=O)c2ccccc2)cc1	-33	4	-1	-6	-3	2	3
CCCc1cn(CC[C@@H]2CC[C@@H](NC(=O)C3CCC3)[C@H](CO)O2)nn1	21	-4	x	-4	0	-1	-5
Cc1onc(-c2ccccc2Cl)c1C(=O)Nc1ccccc1O	0	8	2	-3	-1	x	-13
CC(C)(C)NC(=O)C(c1ccc(F)cc1)N(Cc1ccco1)C(=O)CCC(=O)Nc1ccccn1 (configuration not stated)	11	15	-1	-2	0	-1	-7
